Screens from PubChem.
RNase H inhibition = RNase H inhibition, HIV 1 Gag Pol polyprotein, FRET biochemical assay, screening (AID 372); HIV-1 RT RNase H, FRET RNA/DNA substrate fluorescence; higher % means a stronger effect; one-dose inhibition, % at 10 µM; IC50 in µM for titrated hits; hit rate 0.77% among 100,000; in the data active = inhibition above about 50%
Starred values were filed as active, the others as inactive; & = joins results of further samples.

SMILES	RNase H inhibition
COc1ccccc1N1CCN(C(=O)c2cc(OC)c(OC)c(OC)c2)CC1	5%
Cc1cc(C)n(CC(O)COCc2ccco2)n1 (stereo not drawn)	0%
COc1ccc(C(=O)N2CCc3ccccc3C2)cc1[N+](=O)[O-]	20%
Cc1ccc2oc(C(F)F)cc(=O)c2c1	0%
CCc1nnc(NS(=O)(=O)c2ccc(N=Cc3c(C)[nH]n(-c4ccc(Cl)cc4)c3=O)cc2)s1	19%
COc1ccccc1OCCCCOc1cccc(Cl)c1Cl	7%
Cc1ccc(NC(=S)NC(=O)Cc2ccccc2)cc1	33%
O=C(CCN1C(=O)c2cccc3cccc(c23)C1=O)OCC(=O)c1ccccc1	0%
COc1ccc(C2CC(=O)C3=C(C2)Nc2ccccc2NC3c2cc(OC)c(OC)cc2Br)cc1 (stereo not drawn)	0%
CCC(C)(C)c1ccc(OCCCC(=O)Nc2ccc(Cl)c(NC(=O)CC(=O)C(C)(C)C)c2)c(C(C)(C)CC)c1	13%
Cc1ccc(NC(=O)c2ccc(Cl)cc2)c(C)c1	0%
Cc1ccnc(NC(=O)CCCOc2ccc(Cl)cc2Cl)c1	2%
O=C(Nc1cccnc1)Nc1ccccn1	19%
COCC(C)NS(=O)(=O)c1ccc(F)cc1 (stereo not drawn)	2%
O=C(CC(C(=O)O)C1CCCO1)NCc1ccccc1 (stereo not drawn)	4%
O=C(CCN1CCN(Cc2ccccc2)CC1)Nc1ccc(F)cc1	0%
CC1=CC(C)(C)Nc2ccc(OC(=O)C(C)N3C(=O)c4ccccc4C3=O)cc21 (stereo not drawn)	12%
CCn1c(=O)c(C(=O)Nc2cccc(OC)c2)c(O)c2ccccc21	11%
O=C(c1ccc(Cl)cc1)N1CCC(Cc2ccccc2)CC1	3%
c1ccc2c(c1)[nH]c1nc(SCCN3CCOCC3)nnc12	8%
O=C(NN1C(=O)/C(=C/c2cccc(O)c2)SC1=S)c1ccccc1O	9%
CS(=O)(=O)N(CC(=O)O)c1cc(Cl)cc(Cl)c1	0%
CCc1ccc(/C=C2/SC(=S)N(CC(=O)Nc3ccc(C(=O)O)cc3)C2=O)cc1	0%
CC1=C(C(=O)OCC2CCCO2)C(c2ccc(Cl)c(Cl)c2)NC(=O)N1 (stereo not drawn)	23%
O=C(NC(Nc1ccc(Cl)cc1)C(Cl)(Cl)Cl)c1cccs1 (stereo not drawn)	0%
CC(C)(C)c1ccc(S(=O)(=O)N/N=C/C=C/c2ccco2)cc1	15%
Cc1ccccc1NS(=O)(=O)c1cccs1	9%
S=c1[nH]nc(-c2ccc(Cl)cc2Cl)n1-c1ccccc1	2%
CC(=O)Nc1sc2c(c1C(N)=O)CCC(C)C2 (stereo not drawn)	3%
CCOc1ccc2c(c1)-c1c(ssc1=S)C(C)(C)N2C(=O)c1ccc(OC)c(OC)c1	19%
COc1ccc(CCNC(=O)C(=O)N/N=C/c2ccc(C(=O)O)cc2)cc1OC	1%
CC1=NN(c2ccc(I)cc2)C(=O)/C1=C\c1c(C)[nH]n(-c2ccc(C)cc2)c1=O	14%
CCN(CC)c1ccc(Nc2nc(-c3ccc(OC)c(OC)c3)cs2)cc1	14%
O=c1c(Cl)c(-c2ccccc2)oc2ccccc12	7%
CCOC(=O)c1c(NC(=O)Oc2ccccc2)sc2c1CCC2	21%
O=c1[nH]c(=O)n(-c2ccccc2F)c(O)c1C=NCc1ccccc1F	1%
CCOC(=O)C1=C(c2ccccc2)S/C(=C2/C(=S)C(C)(C)N(C(=O)c3ccccc3)c3cc(OC)ccc32)S1	33%
CCN1C(=O)/C(=C/c2nc3ccccc3c(=O)n2-c2cccc(OC)c2)c2ccccc21	6%
Cc1cc(Br)ccc1N1C(=O)c2ccc(-c3nc4ccccc4c(=O)o3)cc2C1=O	59%*
Cc1ccc(Cl)cc1NC(=O)c1ccc([N+](=O)[O-])c(C)c1	0%
COc1ccc(N=Cc2ccc3ccccc3c2)cc1	23%
O=C(Nc1cnc2ccccc2c1)c1cccc(F)c1	2%
CC(C)CN1C(=O)/C(=C/c2c(F)cccc2Cl)SC1=S	11%
CCCNC(=O)c1c(-c2ccccc2)noc1C	2%
O=C1C(=O)N(c2ccccc2)C(c2cccc([N+](=O)[O-])c2)/C1=C(/O)c1ccccc1 (stereo not drawn)	1%
Cc1ccc2nc(NCc3ccccc3Cl)c(C=NCc3ccccc3Cl)c(=O)n2c1	2%
CC(C)CSc1nc2ccc(N=Cc3ccccc3O)cc2s1	0%
O=C(CCc1ccccc1)N/N=C/c1c(Cl)cccc1Cl	25%
CC1CC(=O)C2=C(C1)OC(N)=C(C#N)C2c1ccccc1Cl (stereo not drawn)	0%
CCCCOc1cccc(C(=O)Nc2cccc(NC(=O)c3ccccc3)c2)c1	13%
(cont.)
SMILES	RNase H inhibition
CCOc1ccc(NC(=O)C2C3CCC4C(CCC32)C4(Cl)Cl)cc1 (stereo not drawn)	2%
CC(C)CC(C(=O)NC(C)c1ccccc1)N1C(=O)C2C3c4ccccc4C(c4ccccc43)C2C1=O (stereo not drawn)	5%
CCCCSc1nc2c(c(=O)n1-c1ccc(OC)cc1)C1(CCCC1)Cc1ccccc1-2	14%
Oc1ccc(C2Nc3ccccc3-c3nnc(SCc4ccccc4Cl)nc3O2)cc1 (stereo not drawn)	9%
Cc1ccc(OCC(=O)NC(=S)Nc2ccc(I)cc2Cl)cc1	17%
Cc1[nH]n(-c2nc3ccccc3s2)c(=O)c1C=NCC(C)C	17%
CCc1cc(OCCCOc2ccc(C)cc2OC)ccc1Cl	8%
O=C(O)/C=C\C(=O)Nc1ccc(N2CCCCC2)c(C(=O)O)c1	0%
Cc1ccc(C(=O)Nc2cccc(C)n2)c(Cl)c1	9%
CCCn1c(N2CCNCC2)nc2c1c(=O)[nH]c(=O)n2C	0%
O=C(COc1ccc(Cl)cc1)Nc1cccnc1	10%
O=C1NC(=O)N(c2cccc(Cl)c2)C(=O)/C1=C/c1ccccc1OCc1ccccc1	0%
COc1ccc(/C=C2\SC(=Nc3ccccc3)N(c3ccccc3)C2=O)cc1C(=O)O	6%
CC(C)Oc1ccc(/C=N/NC(=O)C(=O)NC2CCCC2)cc1	0%
CCCOc1cccc(C(=O)NC(=S)Nc2cc3nn(-c4ccc(OC)cc4)nc3cc2C)c1	19%
CCOc1ccc(C(=O)Nc2ccc(-c3cc4ccccc4oc3=O)cc2)cc1	1%
COc1ccc(-n2c(C)c(C(C)=O)c3cc(OC(=O)c4ccccc4OC(C)=O)ccc32)cc1	20%
CCOC(=O)c1c(NC(=O)/C=C/c2ccccc2)sc(C(=O)N(CC)CC)c1C	0%
O=C(O)c1ccccc1Nc1nc(-c2ccccc2)cc(-c2ccccc2)n1	4%
CCOC(=O)c1ccc(NC2=NC3(CCCCC3)Cc3ccccc32)cc1	15%
COc1cc(-c2nc(-c3ccccc3)c(-c3cc([N+](=O)[O-])ccc3C)[nH]2)cc(OC)c1OC	33%
COCCOC(=O)c1c(C)oc2ccc(OCc3ccc(F)cc3)cc12	11%
O=C1C(Cl)=C(Nc2ccc(F)cc2)C(=O)N1c1ccc(Cl)c(Cl)c1	14%
COc1ccc(/C=N/NC(=O)CN2CCCCCCC2)c(OC)c1C	2%
O=C1NC(=S)N(c2ccccc2F)C(=O)/C1=C/c1ccc(-c2cc(C(=O)O)ccc2Cl)o1	13%
CCSCCOC(=O)C1=C(C)N(C)C(=O)NC1c1cccc([N+](=O)[O-])c1 (stereo not drawn)	0%
Cc1ccc(NC(=S)NC(=O)Cc2ccccc2)c(C)c1	22%
C=CCOc1ccc(/C=C2\C(=O)C(C(=O)OC)=C(C)N2c2ccc(C)cc2)cc1	7%
COCCCNC(=O)c1ccc(CN(c2ccccc2)S(C)(=O)=O)cc1	6%
CCCCc1ccc(-c2c(C#N)c(N)nc3c2CCCCCC3)s1	15%
Cn1c(O)c(C2=NC(=S)NC2=O)c2ccccc21	9%
COc1ccc(Cl)cc1NC(=O)c1cc(-c2ccccc2)nc2ccccc12	0%
O=C1/C(=C\c2ccccc2)SC(=S)N1CNc1ccccc1	10%
Cc1cc(OCC(=O)Nc2cc([N+](=O)[O-])ccc2Cl)cc(C)c1Cl	0%
O=C(c1cccc([N+](=O)[O-])c1)N1CCN(c2ccc(F)cc2)CC1	7%
COc1ccc(S(=O)(=O)N2CCN(C/C=C/c3ccccc3)CC2)cc1[N+](=O)[O-]	15%
Cc1cc(Br)cc(C)c1NC(=S)NC(=O)c1ccccc1Cl	3%
CC(=O)Nc1ccc(N2C(=O)C3=C(C2=O)C2C=CC3C2)cc1	0%
O=C1NC(=O)N(c2ccc(Cl)cc2)C(=O)/C1=C/c1ccc(-c2ccccc2C(=O)O)o1	19%
Cc1ccc(/C=C2\C(=O)ON=C2c2ccccc2)o1	0%
CN(C)c1ccc(/C=C/C=N/NS(=O)(=O)c2ccc(C(C)(C)C)cc2)cc1	25%
CCOC(=O)C1=C(C)N=C2SCC(=O)N2C1c1ccc(Br)cc1 (stereo not drawn)	12%
CC1=C(C(=O)OC2CCCCCCC2)C(c2cccc(Oc3ccccc3)c2)NC(=O)N1 (stereo not drawn)	25%
CCCCCC(=O)NNC(=O)c1ccc(F)cc1	2%
COc1cc2c(cc1OC)C(c1ccccc1)=NC(C)(C)C2	2%&2%
COc1ccccc1C(=O)Nc1ccc2nc(SCC(=O)NCc3ccco3)sc2c1	8%
Cc1cc(-c2ccc(/C=C3/C(=O)NN(c4cccc(Cl)c4)C3=O)o2)c([N+](=O)[O-])cc1C	12%
O=[N+]([O-])c1ccc(NC(=S)N2CCOCC2)cc1	2%
O=C(N/N=C/c1cccc([N+](=O)[O-])c1)c1cccc(Cl)c1	10%
CCN1C(=O)/C(=C/c2c(N3CCN(C)CC3)nc3ccccn3c2=O)SC1=S	7%
More compounds.
SMILES	RNase H inhibition
O=C(CSc1nc2ccccc2n1Cc1ccccc1)N/N=C/c1cccc(O)c1	22%
CCCC(=O)NC(NC(=S)Nc1ccccc1OC)C(Cl)(Cl)Cl (stereo not drawn)	1%
CCCOc1ccc(C(=O)NC(=S)Nc2ccccc2OC)cc1	13%
O=C1C(=O)N(CCO)C(c2ccc(Br)cc2)/C1=C(\O)c1ccccc1 (stereo not drawn)	4%
CC1=C(C(=O)OC2CCCC2)C(c2ccc(N(C)C)cc2)C2=C(CC(c3ccccc3)CC2=O)N1 (stereo not drawn)	12%
CCCn1c(NC(=O)c2ccco2)nc2ccccc21	12%
CCCC1Nc2c(C(=O)O)ccc([N+](=O)[O-])c2C2C=CCC12 (stereo not drawn)	1%
CC(=O)NC12CC3CC(C1)C(=O)C(C3)C2	0%
COC(=O)C1=C(C)N(c2ccccc2)/C(=C/c2ccc(OC)cc2)C1=O	6%
COc1ccc2c(Cl)c(C(=O)N3CCCCC3)sc2c1Cl	2%

Five structures out of the list, ordered by number of heavy atoms, highest first:
SMILES	RNase H inhibition
O=C1C(=O)N(CCO)C(c2ccc(Br)cc2)/C1=C(\O)c1ccccc1 (stereo not drawn)	4%
CCCOc1ccc(C(=O)NC(=S)Nc2ccccc2OC)cc1	13%
CCCC1Nc2c(C(=O)O)ccc([N+](=O)[O-])c2C2C=CCC12 (stereo not drawn)	1%
COc1ccc2c(Cl)c(C(=O)N3CCCCC3)sc2c1Cl	2%
CC(=O)NC12CC3CC(C1)C(=O)C(C3)C2	0%

Next part.
SMILES	RNase H inhibition
COc1cc(C2C3=C(CCCC3=O)OC3=C2C(=O)CCC3)cc(OC)c1OC	9%
COc1ccc(/C=N/Nc2cc(N3CCOCC3)ncn2)cc1	0%
CCSCCOC(=O)C1=C(C)NC2=C(C(=O)CCC2)C1c1cc(Br)ccc1OC (stereo not drawn)	10%
CCCN(/C=C/C=C(\C(C)=O)C(=O)OCC)CCC	13%
O=C(NC(=S)Nc1ccc2oc(-c3ccc(Cl)cc3)nc2c1)c1ccco1	20%
Cc1cc(=O)n2[nH]c(-c3ccc(I)cc3)cc2n1	12%
O=C1C2ON(c3ccccc3)C(c3ccc(C(F)(F)F)cc3)C2C(=O)N1c1ccc(F)cc1 (stereo not drawn)	15%
COc1ccc(-c2cc(C(F)(F)F)n3ncnc3n2)cc1	4%
CN1C(=O)S/C(=C\c2ccccc2OCc2ccc(I)cc2)C1=O	12%
O=[N+]([O-])c1cccc(CSc2nnc(-c3ccco3)n2-c2ccccc2)c1	0%
CCN1C(=O)C(=Cc2ccc(-c3cccc(C(=O)O)c3)o2)C(=O)N(CC)C1=S	27%
O=C(Nc1ccc(Br)cc1C(=O)O)c1cc([N+](=O)[O-])cc([N+](=O)[O-])c1	9%
O=C(CSc1nc(CSc2ccc(Cl)cc2)cc(=O)[nH]1)N1CCc2ccccc2C1	42%
CCOc1ccccc1OCCCOc1ccc(C(C)CC)cc1 (stereo not drawn)	19%

Of the compounds above, 14 have a nitro group on carbon:
SMILES	RNase H inhibition
COc1ccc(C(=O)N2CCc3ccccc3C2)cc1[N+](=O)[O-]	20%
Cc1ccc(Cl)cc1NC(=O)c1ccc([N+](=O)[O-])c(C)c1	0%
O=C1C(=O)N(c2ccccc2)C(c2cccc([N+](=O)[O-])c2)/C1=C(/O)c1ccccc1 (stereo not drawn)	1%
COc1cc(-c2nc(-c3ccccc3)c(-c3cc([N+](=O)[O-])ccc3C)[nH]2)cc(OC)c1OC	33%
CCSCCOC(=O)C1=C(C)N(C)C(=O)NC1c1cccc([N+](=O)[O-])c1 (stereo not drawn)	0%
Cc1cc(OCC(=O)Nc2cc([N+](=O)[O-])ccc2Cl)cc(C)c1Cl	0%
O=C(c1cccc([N+](=O)[O-])c1)N1CCN(c2ccc(F)cc2)CC1	7%
COc1ccc(S(=O)(=O)N2CCN(C/C=C/c3ccccc3)CC2)cc1[N+](=O)[O-]	15%
Cc1cc(-c2ccc(/C=C3/C(=O)NN(c4cccc(Cl)c4)C3=O)o2)c([N+](=O)[O-])cc1C	12%
O=[N+]([O-])c1ccc(NC(=S)N2CCOCC2)cc1	2%
O=C(N/N=C/c1cccc([N+](=O)[O-])c1)c1cccc(Cl)c1	10%
CCCC1Nc2c(C(=O)O)ccc([N+](=O)[O-])c2C2C=CCC12 (stereo not drawn)	1%
O=[N+]([O-])c1cccc(CSc2nnc(-c3ccco3)n2-c2ccccc2)c1	0%
O=C(Nc1ccc(Br)cc1C(=O)O)c1cc([N+](=O)[O-])cc([N+](=O)[O-])c1	9%

Some of the compounds tested. The share of hits here may be higher or lower than overall.
